S-ASM inh: human S-ASM enzyme inhibition; P17405; placental ASM, HMU-PC fluorogenic substrate, 60 min; Potency, µM (highest dose often 57.5 µM), without a hit: top-dose activity change, negative = inhibition, actives largely listed as inhibitors; actives 0.006% (n = 340,000); AID 504937; note: potency is the fitted concentration of half-maximal effect
Target sequence (P17405 47-631 limits assumed): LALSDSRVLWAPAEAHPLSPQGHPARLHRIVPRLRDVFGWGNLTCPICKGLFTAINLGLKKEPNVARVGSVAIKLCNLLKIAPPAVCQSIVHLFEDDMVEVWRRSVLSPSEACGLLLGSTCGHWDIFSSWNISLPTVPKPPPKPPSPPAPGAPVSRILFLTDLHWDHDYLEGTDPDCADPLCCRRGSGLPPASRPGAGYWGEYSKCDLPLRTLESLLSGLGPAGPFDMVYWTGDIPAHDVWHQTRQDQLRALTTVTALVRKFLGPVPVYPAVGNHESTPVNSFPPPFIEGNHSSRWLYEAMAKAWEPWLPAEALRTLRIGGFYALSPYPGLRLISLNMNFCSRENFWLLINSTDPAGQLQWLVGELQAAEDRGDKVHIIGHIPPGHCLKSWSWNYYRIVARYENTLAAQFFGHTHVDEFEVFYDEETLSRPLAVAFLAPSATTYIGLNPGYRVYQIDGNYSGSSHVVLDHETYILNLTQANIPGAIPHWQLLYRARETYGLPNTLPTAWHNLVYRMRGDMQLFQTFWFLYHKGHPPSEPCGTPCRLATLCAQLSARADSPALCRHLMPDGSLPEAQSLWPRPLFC
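Steps: dispense placental human ASM, pin compound, wait 10 min at room temperature, add HMU-PC0 substrate at 9 uM final, incubate 60 min at 37 °C, add stop solution raising pH to 10, read fluorescence.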
PTAP TSG101 blk: blocks PTAP/TSG101 interaction to inhibit HIV-1 budding | Fluorescence polarization, FITC-PTAP peptide / Tsg101 binding | 340,000 tested, under 10 active | Q99816 | Potency, µM (highest dose often 115 µM), without a hit: top-dose activity change, negative = inhibition, most hits filed as inhibitors; active = well fitted inhibition curve with a large enough effect in the main read-out, with a control signal flat, not every such curve was filed as active; inconclusive = small, poorly fitted or top-dose-only effect, or effect the other way, or a change in a side signal; inactive = no such curve, though single readings can be large or run the other way; note: potency is the fitted concentration of half-maximal effect; % of control where 0% means no effect
Target sequence (Q99816 whole entry, looked up): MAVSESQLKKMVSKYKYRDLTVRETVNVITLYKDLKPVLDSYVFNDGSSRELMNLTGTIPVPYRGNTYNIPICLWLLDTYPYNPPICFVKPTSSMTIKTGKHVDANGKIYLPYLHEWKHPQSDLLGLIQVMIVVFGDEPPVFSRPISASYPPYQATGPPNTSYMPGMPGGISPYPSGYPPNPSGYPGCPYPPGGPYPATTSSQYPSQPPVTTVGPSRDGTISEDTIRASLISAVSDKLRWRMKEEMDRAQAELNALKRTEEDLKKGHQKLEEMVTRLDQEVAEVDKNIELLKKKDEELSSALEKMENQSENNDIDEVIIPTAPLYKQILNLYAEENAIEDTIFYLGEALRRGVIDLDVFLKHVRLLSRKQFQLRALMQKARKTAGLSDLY
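Tsg101 binding domain (10 uM final) was mixed with compound and a FITC-labeled PTAP peptide (50 nM final) in HEPES pH 7.5 buffer with NaCl, Tween 20, EDTA and TCEP; fluorescence polarization was read after 20 min at r.t.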
TCR activator: T cell receptor activation; primary human leukocytes, anti-CD3, IL-2 HTRF, 48 h; AID 504894; 330,000 tested, under 10 active; Potency, µM (doses to about 9.22 µM), for the others: at the top dose activation of IL-2 secretion, actives largely listed as activators; note: % of control where 0% means no effect
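TCR engagement came from a-CD3 beads alone, with compounds added to primary human leukocytes for 48 hr. Secreted IL-2 bridged europium cryptate- and d2-labelled anti-IL-2 antibodies, giving FRET emission at 665nm after 320nm excitation.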
Chronic BCR inh: chronic active BCR signaling inhibition | ABC-DLBCL IkBa-CBG/CBR reporter, luminescence ratio, 4 h | Potency, µM (highest dose often 46.1 µM), for the others: at the highest dose ratio change, negative = lower green/red ratio, hits mostly inhibitors | actives 0.05% (n = 340,000) | AID 493014; active = well fitted inhibition curve with a large enough effect in the signal ratio, with a control signal flat, not every such curve was filed as active; inconclusive = small, poorly fitted or top-dose-only effect, or effect the other way, or a change in a side signal; the % refers to the signal ratio;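 note: potency is the fitted concentration of half-maximal effect; plate controls were basal doxycycline-induced cells for no effect and cells given 10 µM MG132 for full effect; MG132 reads +100%, hits lower the ratio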
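TMD8 human ABC-DLBCL cells with doxycycline-inducible IκBα–green luciferase fusion and unfused red luciferase, in 0.5% FBS medium; compounds up to 46 uM, 4 h at 37C. Green/red luminescence ratio, filter-overlap corrected, fitted to concentration-response curves.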
A-T KAP1 phos: potential ataxia-telangiectasia treatments restoring KAP-1 phosphorylation | […] A-T fibroblasts, KAP-1 phosphorylation AlphaLISA; neocarzinostatin DNA damage 30 min before lysis | Potency, µM (series often up to 57.5 µM), without a hit: at the highest dose activation, most hits filed as activators | actives 0.19% (n = 320,000) | AID 485349; note: potency is the fitted concentration of half-maximal effect; % of control where 0% means no effect; nearly all actives have a fitted effect of over 45% in size
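hTERT-immortalized A-T patient fibroblasts ([…]), 500 cells/well in OPTI-MEM, 1% FBS, got compounds for 60 min, then NCS for 30 min at 37C. Lysates were then assayed for phospho-KAP-1 by AlphaLISA (anti-pKAP1 donor, anti-KAP1 acceptor beads), 6 hr at 25C.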
Eya2 phos inh: blocks the phosphatase activity of human Eya2; recombinant Eya2, OMFP fluorescence dephosphorylation (OMFP is methylfluorescein phosphate); AID 488837; actives 0.006% (n = 330,000); Potency, µM (series often up to 76.9 µM), for inactives: top-dose activity, negative = inhibition, usual class: inhibitors; note: potency is the fitted concentration of half-maximal effect; % is set by controls: 0 for no effect and ±100 for the full control effect
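Eya2 (0.2 uM) preincubated 10 min at ambient with compound, then OMFP substrate added at 50 uM; 10 min reaction in 50 mM HEPES pH 7.5, 50 mM NaCl, 5 uM MgCl2, 0.05% BSA, 1 mM DTT. Fluorescence read at Ex 485/Em 525 nm.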
Integrin act MD: integrin-mediated muscular dystrophy alleviation activation; alpha7betagal myoblasts, beta-gal FDG fluorescence, 48 h; actives 0.064% (n = 350,000); AID 624291; Potency, µM (series often up to 38.3 µM), for the others: at the top dose activation, most hits filed as activators;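 note: potency is the fitted concentration of half-maximal effect; 100% = response of the positive control SU9516; nearly all actives have a fitted effect of over 60% in size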
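Alpha7betagal+/- myoblasts (passage 13) were plated 16-24 hr, then exposed to compounds (1:260 dilution of DMSO stock) for 48 hours at 37C. After MPER lysis, β-galactosidase reporter activity was read as FDG fluorescence (ex 480/em 540) after 30 minutes.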
Tb PFK block: T. brucei PFK enzyme inhibition. O15648. T. brucei PFK, ADP-Glo luminescence. Potency, µM (series often up to 57.5 µM), for inactives: at the highest dose activity, negative = inhibition, most hits filed as inhibitors. actives 0.17% (n = 330,000). AID 485367;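 note: potency is the fitted concentration of half-maximal effect; 0% = uninhibited 1x PFK enzyme wells and -100% = no-enzyme wells; nearly all actives have a fitted effect of over 60% in size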
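Activity is normalized to no-enzyme wells (full inhibition) and 1.25 nM enzyme wells (no inhibition). Reaction: 0.5 mM F6P, 0.1 mM ATP, 45 min RT, ADP-Glo luminescence; concentration-response curves fitted and classed by quality.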
TSHR antagonist: human thyrotropin receptor antagonism. P16473. TSHR-expressing cells, TSH-stimulated cAMP HTRF, 2 h; hits give low values. activity change, negative = inhibition, % at 11.5 µM. actives 0.2% (n = 330,000). AID 504810;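 active = activity change below a set negative limit, meaning inhibition stronger than a set level, cut at about -70% in these data; inconclusive = activity change between two set negative limits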; note: % is set by controls: 0 for no effect and ±100 for the full control effect
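Cell-based HTRF cAMP assay; TSHR cells + compound, TSH EC80 (4nM final), 2 h, 37 deg C. Lysis with anti-cAMP cryptate and cAMP-d2, 30 min RT, read 665/620 nm.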
Mito fusion act: blocks mitochondrial division or promotes mitochondrial fusion | Potency, µM (top dose mostly 46.1 µM), inactives show at the top dose growth rescue (activation), most hits filed as activators | S. cerevisiae fusion-defective mutant growth rescue, CellTiterGlo 48 h | actives 0.23% (n = 320,000);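 note: potency is the fitted concentration of half-maximal effect; % of control where 0% means no effect; nearly all actives have a fitted effect of over 45% in size; temperature-sensitive fusion mutants such as fzo1-1 at 37 °C on non-fermentable ethanol glycerol medium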
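Luminescent cell viability in 1536-well qHTS format served as the measure of rescued growth in ts fusion-mutant S. cerevisiae cultured on non-fermentable YPEG for 48 hours at 37C.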
ELG1 DNA repair: inhibitors of ELG1-dependent DNA repair in HEK293T cells | HEK293T ELG1-luciferase reporter, luminescence, 16 h; DNA damage induced by 5-fluorouridine | Potency, µM (titrated, usually from 46.1 µM), for the others: at the highest dose activity change, negative = inhibition, most hits filed as inhibitors | actives 2.3% (n = 330,000) | AID 504467; note: potency is the fitted concentration of half-maximal effect; % is set by controls: 0 for no effect and ±100 for the full control effect; nearly all actives have a fitted effect of over 55% in size
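Reporter activity after DNA damage by 5-fluorouridine is monitored. Compound-treated cells incubate 16 hr at 37 °C, then ONE-Glo is added for 30 min before luminescence reading.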
Starred values were filed as active, the others as inactive; ? = inconclusive; nt = no result given; [ ] = another dose, or the depositor's remark. Unless noted, calls come from the whole dose curve; as a rule, active = well fitted curve in the direction sought with a large enough effect; inconclusive = small, poorly fitted or top-dose-only effect, or another doubt; inactive = no such curve, though single readings can be large; an effect the other way counts as inactive or inconclusive.

SMILES	S-ASM inh	PTAP TSG101 blk	TCR activator	Chronic BCR inh	A-T KAP1 phos	Eya2 phos inh	Integrin act MD	Tb PFK block	TSHR antagonist	Mito fusion act	ELG1 DNA repair
O=C(COC(=O)c1ccc(CNS(=O)(=O)c2ccc(F)c(Cl)c2)cc1)NCC1CCCCC1	-7%	-1%	-1%[46.1 µM]	-5%	4%	4%	4%	8%	17	-9%	25%
COc1ccc(NC(=O)Nc2ccc(C)cc2Br)c(OC)c1	4%	-7%	-4%	-1%	0%	7%	11%	-1%	8	3%	27%
CC(Cc1cccs1)NC(=S)Nc1ccccc1 (stereo not drawn)	1%	-4%	-4%[46.1 µM]	?	2%	-9%	2%	-9%	6	-9%	11%
COc1cc(Nc2c3c(nc4ccccc24)CCC3)cc(OC)c1OC	0%	-2%	-6%	20µM*	-3%	-17%	13%	0%	2	-16%	-1%
O=C(NCCc1nc2ccccc2[nH]1)/C(=C/c1ccc2c(c1)OCO2)NC(=O)c1ccc(Cl)cc1Cl	-10%	-3%	-7%[46.1 µM]	?	-6%	-7%	-29%	3%	17	-25%	?
CCOc1ccc(NC(=O)Nc2nnc(CC(=O)NCc3ccccc3)s2)cc1	0%	-7%	4%	5%	-4%	14%	5%	-1%	13	-4%	9%
O=C(Cc1ccc(Cl)cc1)NNC(=O)C(=O)NC1CCCCC1	3%	1%	2%[46.1 µM]	5%	-9%	5%	-27%	-4%	-2	nt	2%
CCCCCn1nc(C)c2c(C)cc(=O)[nH]c21	5%	-1%	2%[46.1 µM]	1%	nt	-3%	6%	0%	8	-17%	6%
Cn1c(=O)c2c(ncn2CCCc2ccccc2)n(C)c1=O	-3%	-3%	0%	6%	2%	-4%	-9%	1%	-11	-2%	?
CCCc1cc(=O)[nH]c(SCC(=O)Nc2cccc3ccccc23)n1	-2%	-7%	-4%	1%	11%	7%	-14%	0%	2	3%	5%
Cc1ccc(NC(=O)NCC2CCN(Cc3cc(C)ccc3Cl)CC2)c(C)c1	-4%	-1%	-3%	3%	0%	0%	0%	-3%	1	-9%	-12%
CC(=O)Oc1cc(OC(C)=O)c2c(=O)c(-c3ccc4c(c3)OCCCO4)c(C)oc2c1	14%	1%	-5%	5%	-4%	-5%	-9%	-1%	0	7%	?
COc1cc2c(cc1NC(=O)c1ccc3c(c1)OCO3)oc1ccccc12	5%	-1%	-4%	?	10%	-9%	0%	22%	-14	-2%	?
CCN(CC)CCN1C(=O)c2oc3ccccc3c(=O)c2C1c1ccccc1 (stereo not drawn)	-2%	0%	-1%	?	nt	3%	-9%	0%	-10	3%	0%
CC1=C(C(=O)Nc2ccc(F)cc2)C(c2ccc(C)o2)C2=C(CC(C)(C)CC2=O)N1 (stereo not drawn)	32%[activator]	-2%	-7%	9%	-2%	-6%	-30%	-2%	-5	-2%	4%
Cc1ccc(S(=O)(=O)N2CCCCC2)cc1NC(=O)C1=NN(c2ccccc2)C(=O)CC1	-9%	-1%	nt	?	2%	12%	-19%	0%	4	-5%	?
CCN(C(=O)Cn1nc(C)c([N+](=O)[O-])c1C)C1CCS(=O)(=O)C1 (stereo not drawn)	-2%	-3%	-3%	2%	-6%	-5%	28%	1%	-2	3%	10%
CCCn1nnc(NC(=O)c2cccc(OCC(C)C)c2)n1	-1%	-5%	-5%	?	3%	-12%	1%	4%	-7	-4%	?
CN(C)/N=C/c1ccc(OC(=O)c2cccc([N+](=O)[O-])c2)cc1	-2%	0%	4%	-3%	-4%	9%	-13%	1%	1	0%	5%
CNc1nc(-c2ccc3c(c2)CCN3C(=O)c2ccccc2F)cs1	4%	-6%	0%	?	-1%	-1%	-9%	-2%	-7	2%	?

Record cards (already shown). Screens in order: S-ASM inh	PTAP TSG101 blk	TCR activator	Chronic BCR inh	A-T KAP1 phos	Eya2 phos inh	Integrin act MD	Tb PFK block	TSHR antagonist	Mito fusion act	ELG1 DNA repair
CNc1nc(-c2ccc3c(c2)CCN3C(=O)c2ccccc2F)cs1 is entered as 4%	-6%	0%	?	-1%	-1%	-9%	-2%	-7	2%	?
CC(Cc1cccs1)NC(=S)Nc1ccccc1 (stereo not drawn) is entered as 1%	-4%	-4%[46.1 µM]	?	2%	-9%	2%	-9%	6	-9%	11%

More records follow.
SMILES	S-ASM inh	PTAP TSG101 blk	TCR activator	Chronic BCR inh	A-T KAP1 phos	Eya2 phos inh	Integrin act MD	Tb PFK block	TSHR antagonist	Mito fusion act	ELG1 DNA repair
CN(CC(=O)Nc1ccccc1Br)Cc1nc2ccccc2c(=O)[nH]1	-3%	-2%	-1%	?	8%	5%	-14%	-3%	2	-4%	-17%
O=C(Oc1ccc(Br)cc1C(=S)N1CCOCC1)c1ccc([N+](=O)[O-])cc1[N+](=O)[O-]	1%	1%	4%	?	-6%	6%	0%	0%	-18	-1%	18%
CCn1nc(C)cc1C(=O)NC1CCCc2c1cnn2-c1ccc(C)c(C)c1 (stereo not drawn)	-3%	0%	-1%	-10%	-2%	-14%	-16%	3%	?	-3%	-6%
CN(Cc1ccc(C(F)(F)F)cc1)C(=O)c1ccc2ccccc2n1	-1%	-8%	-1%	?	3%	3%	-13%	-3%	-10	3%	-1%
COc1ccccc1NS(=O)(=O)c1cccc(C(=O)N/N=C/c2ccc(C)o2)c1	-6%	-7%	1%	0%	0%	-1%	16%	1%	3	2%	7%
CC(NC(=O)c1cc2sccc2n1C)c1ccc2c(c1)OCCO2 (stereo not drawn)	0%	1%	-4%	0%	-12%	7%	4%	0%	13	8%	7%
Cc1occc1C(=O)NC(C)c1ccc2c(c1)OCO2 (stereo not drawn)	3%	2%	nt	-1%	1%	-4%	11%[7.66 µM]	0%	7	5%	8%
COc1cccc(-n2c(SCC(=O)N3CCOCC3)nnc2-c2c[nH]c3ccccc23)c1	1%	-18%	0%	-19%	6%	-12%	32%	3%	-8	-1%	-14%
O=C(/C=C/c1c(F)cccc1Cl)Nc1nc2ccccc2[nH]1	-4%	-2%	6%[46.1 µM]	0%	-2%	-3%	23%	0%	-9	-2%	?
Cn1ccnc1SCc1ccc([N+](=O)[O-])cc1	-2%	-11%	nt	-6%	-5%	3%	-11%[7.66 µM]	-3%	7	0%	12%
Cc1nc2ccc(Cl)cc2nc(C)/c1=N\O	-2%	-4%	-3%	?	6%	23%	-9%	-5%	-10	2%	?
O=C(NCCC1=CCCCC1)c1cc2ccccc2oc1=O	-2%	-8%	-6%	-3%	12%	-27%	5%	2%	-7	-1%	?
CCc1ccc2c(c1)C(O)(CC(=O)c1cccs1)C(=O)N2 (stereo not drawn)	1%	-3%	3%	0%	4%	?	0%	-5%	-6	0%	0%
O=S(=O)(NCc1ccccc1Cl)c1cccs1	-1%	-1%	3%	-3%	1%	10%	-9%	-3%	-4	-1%	4%
CC(C)(C)OC(=O)N1CCCC1C(=O)N1CCc2ccccc21 (stereo not drawn)	0%	-1%	-3%[46.1 µM]	1%	-3%	-16%	1%	-8%	11	5%	4%
O=S(=O)(Cc1nc2ccccc2s1)c1ccccc1	0%	-1%	1%	?	-3%	0%	-11%	22%	1	3%	?
COC(=O)CN(c1ccc(C)cc1)S(=O)(=O)c1c(C)[nH]c(=O)[nH]c1=O	-2%	-9%	-7%	7%	nt	-9%	0%	3%	-5	0%	6%
Cc1ccc(/C=C/C(=O)O)cc1S(=O)(=O)Nc1ccccc1C(=O)O	1%	-4%	-10%	-2%	-7%	9%	-31%	?	7	0%	-2%
O=C(N/N=C/c1cn(-c2ccccc2)nc1-c1cc2ccccc2o1)c1cccnc1	-14%	0%	-1%[46.1 µM]	?	-4%	-4%	-4%	1%	-12	19%	?
C[C@@H]1CN(c2nc3nonc3nc2N2CCSCC2)C[C@H](C)O1	-3%	0%	-1%	0%	-8%	-12%	17%	1%	-5	0%	-4%
